From PubChem BioAssay
Apoferritin bind: candidate novel general anesthetic via apoferritin binding; P02791; apoferritin/1-aminoanthracene competitive binding, fluorescence; Potency, µM (titrated, usually from 77.5 µM), for inactives: top-dose activity change, negative = displacement, actives largely listed as inhibitors; actives 0.074% (n = 350,000); AID 485281; also: potency is read from the fitted curve at half-maximal effect; % is scaled to controls: 0 for no effect and ±100 for the full control effect; nearly all actives have a fitted effect of over 20% in size
Target sequence (P02791 2-175 limits assumed): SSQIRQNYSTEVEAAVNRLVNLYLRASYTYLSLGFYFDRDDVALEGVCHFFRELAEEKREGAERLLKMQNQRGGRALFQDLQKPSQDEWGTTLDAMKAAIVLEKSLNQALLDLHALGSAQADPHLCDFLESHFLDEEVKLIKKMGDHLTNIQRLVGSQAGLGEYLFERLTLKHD
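Apoferritin-based anesthetic binding model; compound displacement of fluorescent 1-AMA measured as endpoint fluorescence after 10 minutes at room temperature, scaled to free-ligand and complex controls.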
Pol beta inh: inhibitors of human DNA polymerase beta; P06746; AID 485314; actives 1.3% (n = 340,000); Potency, µM (titrated, usually from 114 µM), for inactives: top-dose activity change, negative = inhibition, actives largely listed as inhibitors; Pol beta primer extension/strand displacement, fluorescence kinetic; also: potency is read from the fitted curve at half-maximal effect; % is scaled to controls: 0 for no effect and ±100 for the full control effect
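Curves were derived by four-parameter Hill fits of normalized qHTS data. The kinetic fluorescent primer-extension read was taken at 0 and 10 min after 50 nM substrate, following a 15 min room-temperature preincubation of 10 nM enzyme with compounds.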
BLM helicase inh: Bloom syndrome helicase (human) inhibition; P54132; recombinant BLM DNA unwinding, fluorescence dequenching; Potency, µM (doses to about 56.1 µM), for inactives: top-dose activity change, negative = inhibition, usual class: inhibitors; actives 0.2% (n = 350,000);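 also: potency is read from the fitted curve at half-maximal effect; plate controls were vehicle for no effect and no enzyme for full effect; nearly all actives have a fitted effect of over 35% in size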
Pol iota inh: DNA polymerase iota (human) inhibition; Q9UNA4; Pol iota fluorescent replication assay, 10 min; Potency, µM (top dose mostly 115 µM), without a hit: at the highest dose activity, negative = inhibition, hits mostly inhibitors; actives 1% (n = 390,000); AID 588590; also: potency is read from the fitted curve at half-maximal effect
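Fluorescent replication assay read twice, at 0 min and 10 min after adding 50 nM (final) substrate. Enzyme (10 nM) and compounds were first incubated 15 min at room temperature; enzyme-free buffer wells were negative controls.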
POLK inh: DNA polymerase kappa (human) inhibition. Potency, µM (series often up to 107 µM), for the others: at the top dose activity, negative = inhibition, usual class: inhibitors. AID 588579. actives 0.53% (n = 400,000). Q9UBT6. purified Pol kappa, fluorescent DNA synthesis assay, 10 min; also: potency is read from the fitted curve at half-maximal effect; % is scaled to controls: 0 for no effect and ±100 for the full control effect
Target sequence (Q9UBT6 whole entry, looked up): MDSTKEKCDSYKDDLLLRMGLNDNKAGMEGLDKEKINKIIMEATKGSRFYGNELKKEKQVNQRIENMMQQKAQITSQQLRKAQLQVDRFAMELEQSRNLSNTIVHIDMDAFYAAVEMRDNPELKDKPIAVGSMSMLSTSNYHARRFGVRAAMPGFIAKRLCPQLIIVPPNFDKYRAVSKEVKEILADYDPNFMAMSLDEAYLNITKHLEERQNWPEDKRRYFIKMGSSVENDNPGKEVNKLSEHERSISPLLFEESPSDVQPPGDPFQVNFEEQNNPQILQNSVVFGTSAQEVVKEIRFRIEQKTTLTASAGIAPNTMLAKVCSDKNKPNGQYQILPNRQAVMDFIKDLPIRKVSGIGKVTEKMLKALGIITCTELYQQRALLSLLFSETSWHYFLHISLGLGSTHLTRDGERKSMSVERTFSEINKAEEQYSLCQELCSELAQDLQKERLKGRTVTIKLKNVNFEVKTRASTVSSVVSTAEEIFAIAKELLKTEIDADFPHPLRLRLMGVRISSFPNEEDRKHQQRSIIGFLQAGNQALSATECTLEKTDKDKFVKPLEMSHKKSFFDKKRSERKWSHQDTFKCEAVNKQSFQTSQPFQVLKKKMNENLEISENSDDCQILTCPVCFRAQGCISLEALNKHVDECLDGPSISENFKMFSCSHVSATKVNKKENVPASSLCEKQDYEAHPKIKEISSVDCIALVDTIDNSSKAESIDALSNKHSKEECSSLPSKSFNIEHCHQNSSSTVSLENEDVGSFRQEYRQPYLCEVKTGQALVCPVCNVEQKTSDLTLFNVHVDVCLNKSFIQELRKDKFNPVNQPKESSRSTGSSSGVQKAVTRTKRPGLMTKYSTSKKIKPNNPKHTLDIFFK
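Inhibition of 10 nM Pol kappa is measured by a fluorescent read-out at 0 and 10 min following addition of 50 nM substrate (final), with a 15-min room-temperature compound preincubation.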
APE1 inh: blocks human APE1 abasic DNA cleavage | AID 2517 | Potency, µM (titrated, usually from 65.8 µM), for the others: at the top dose activity change, negative = inhibition, hits mostly inhibitors | recombinant APE1, TAMRA/BHQ-2 abasic DNA cleavage fluorescence | actives 0.35% (n = 350,000);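 also: potency is read from the fitted curve at half-maximal effect; plate controls were vehicle for no effect and reference inhibitor for full effect; nearly all actives have a fitted effect of over 55% in size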
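Quantitative HTS: incision of a TAMRA/BHQ-2 double-stranded substrate bearing a tetrahydrofuran abasic site by 0.75 nM APE1 raises fluorescence. Substrate 50 nM final, added after 15 min compound preincubation at room temperature; progress as third-minus-first kinetic read difference.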
TRHR agonist: agonists of human TRH receptor. P34981. TRHR cells, calcium flux fluo-8, FDSS agonist mode. activation, % at 2 µM. actives 0.18% (n = 360,000); in the data active = activation above about 30%; also: 0% is about no effect
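TRHR-expressing cells, plated overnight in medium with 10% serum, were loaded with fluo-8 calcium dye at room temperature. After a 10 s baseline, library compound was pin-added and calcium release was recorded kinetically (ex 480/em 530) as agonist response.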
ERG Ets-DNA blk: inhibitors of human ERG Ets domain-DNA interaction. P11308. Potency, µM (highest dose often 76.9 µM), inactives show at the top dose FP activity, negative = inhibition, actives largely listed as inhibitors. actives 0.028% (n = 370,000). fluorescence polarization, His-ERG Ets domain / labelled DNA; active = well fitted inhibition curve with a large enough effect in the polarisation, with a control signal flat; inconclusive = small, poorly fitted or top-dose-only effect, or effect the other way, or a change in a side signal; inactive = no such curve, though single readings can be large or run the other way; the % refers to the polarisation;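 also: polarization taken with two DNA probes labelled with fluorescein and Texas red; potency is read from the fitted curve at half-maximal effect; % of control where 0% means no effect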
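His-tagged ERG Ets domain (1 uM in the protein solution; 300mM KCl, 50mM Tris-HCl, 1mM EDTA, 1mM DTT, pH 7.5) received compound, then a probe mix of 5 nM fluorescein-DNA and 100nM Texas-615-DNA. Fluorescence polarization was read for both dyes.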
ALOX12 inh: ALOX12 (human) lipoxygenase inhibition; actives 1.1% (n = 580,000); Potency, µM (titrated, usually from 108 µM), without a hit: at the top dose activity change, negative = inhibition, usual class: inhibitors; purified 12hLO, xylenol orange hydroperoxide absorbance; also: potency is read from the fitted curve at half-maximal effect; % is scaled to controls: 0 for no effect and ±100 for the full control effect
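Hydroperoxide product was detected by ferrous iron/xylenol orange as the 573 to 405 nm absorbance ratio. Arachidonic acid at 40 uM (final) was turned over for 30 min at room temperature by 150 nM human 12hLO, pH 7.0 Hepes buffer, after 15 min compound preincubation.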
* = called active by the depositor; ? = inconclusive; nt = not tested or not shown; & = joins results of further samples; [ ] = remark or other dose. Unless noted, calls follow the shape of the dose curve; as a rule, active = well fitted curve in the direction sought with a large enough effect; inconclusive = small, poorly fitted or top-dose-only effect, or another doubt; inactive = no such curve, though single readings can be large; an effect the other way counts as inactive or inconclusive.

SMILES	Apoferritin bind	Pol beta inh	BLM helicase inh	Pol iota inh	POLK inh	APE1 inh	TRHR agonist	ERG Ets-DNA blk	ALOX12 inh
COc1ccc(C)cc1NC(=O)CN(c1ccccc1F)S(C)(=O)=O	-14%	6%	-3%	65%[activator]	-11%	-3%	-0.7	-12%	0%
COCCn1cnc2c1c(=O)n(CC(=O)c1ccc3c(c1)OCCO3)c(=O)n2Cc1ccccc1	-3%	-24%	0%	52%[activator]	-9%	7%	0.5	9%	0%
COC(=O)[C@]1(Cc2ccccc2)N[C@H](CN(C)C(=O)Nc2ccc(C)cc2)[C@@H]2C(=O)N(C)C(=O)[C@@H]21	nt	nt	nt	-11%	-6%	15%	nt	6%	3%
COC(=O)c1ccc(N2C(=O)CC(N(C)Cc3ccccc3)C2=O)cc1 (centres undefined)	-9%	0%	-8%	-10%	-10%	13%	0.1	10%	-3%
COc1ccc(C2=CSC3=NCCN23)cc1F	-9%	2%	3%	2%	-20%	?	0.1	5%	-7%
CCCCn1c(N)c(N(CCC(C)C)C(=O)c2[nH]c(C)c(C(=O)OCC)c2C)c(=O)[nH]c1=O	nt	nt	nt	75%[activator]	1%	24%	-0.3	12%	5%
CS(=O)(=O)Nc1ccc(C(=O)N2CCc3ccccc3C2)cc1	4%	-2%	0%	20%	-2%	8%	0.1	-6%	-4%
COc1ccc(CNc2cccc(C)n2)c(O)c1	-18%	16%	-4%	13%	-13%	14%	-0.2	9%	3%
COc1ccccc1C(=O)C1CCCN(C(=O)c2cnn(C(C)C)c2)C1 (centres undefined)	-7%	2%	-1%	18%	-2%	-7%	0.3	7%	9%
CCN(c1ccccc1)S(=O)(=O)c1ccc(Cl)c(NC(=O)CSc2ncn[nH]2)c1	-11%	3%	-1%	8%	-7%	-3%	0.4	-2%	-18%
COc1ccc(N2CCN(C(c3nnnn3C3CCCC3)C(C)C)CC2)cc1 (centres undefined)	-6%	-15%	-3%	23%	7%	0%	-0.3	7%	?
COc1ccc(NC(=O)c2nc3nccc(C)n3n2)cn1	-13%	4%	-1%	10%	-9%	2%	1.1	-5%	-5%
COc1cc2c(cc1OC)CN(C(C)C(=O)N1CCc3ccccc31)CC2 (centres undefined)	-9%	0%	-1%	15%	-4%	0%	-0.6	9%	10%
CCn1ncc(C(=O)Nc2ccc(S(=O)(=O)N3CCCC3)cc2)c1C	-22%	76%	1%	11%	5%	-5%	-0.5	0%	2%
COc1ccc2c(c1)c1nc3ccccc3nc1n2CC(=O)OC(C)C	-12%	10%	-5%	2%	-18%	12%	1.6	?	1%
CCCC(=O)N(Cc1cc2ccccc2[nH]c1=O)c1ccccc1OC	-17%	-21%	2%	?	-1%	5%	-0.1	nt	16%
COc1cc(Br)c(CC(=O)NC2CC2)cc1OC	-15%	50%	-2%	233%[activator]	-15%	25%	0.5	-4%	5%
COCCCn1c(-c2ccc(OC)cc2)nc2nc3ccccc3nc21	146%[activator]	3%	-8%	nt	nt	-5%	-0.3	nt	nt
COCCNc1nc(C)cc(-c2cc(C(=O)NCc3ccccc3)on2)n1	-18%	-1%	0%	18%	-2%	3%	3.4	-8%	?
Cc1cc(Br)ccc1OCCCCN1CCC(C)CC1	-16%	31%	-4%	21%	-8%	0%	0.0	3%	-5%
Cc1c(C(=O)OCC2CCCCC2)[nH]c2c1C(=O)CC(c1ccccc1Cl)C2 (centres undefined)	-7%	-3%	-5%	21%	-20%	nt	0.5	0%	2%
COc1ccc(NC(=O)Cc2nnc(N)s2)cc1	-7%	-2%	-8%	175%[activator]	-11%	4%	0.6	6%	2%
Cc1cccc(NS(=O)(=O)c2c(C(=O)N3CCOCC3)c(C)n(C)c2C)c1C	-1%	-14%	1%	-7%	-22%	7%	-0.2	-4%	-30%
COC(=O)c1sc(-c2ccc(Cl)cc2)cc1NC(=O)/C=C/C(=O)O	1%	2%	-7%	?	-3%	-3%	-0.1	-14%	0%
Nc1nc(N)nc(-c2ccc(Cl)c(Cl)c2)n1	nt	nt	nt	-4%	-23%	-1%	0.0	0%	?

A draw from above in order of heavy-atom count, smallest number first.
SMILES	Apoferritin bind	Pol beta inh	BLM helicase inh	Pol iota inh	POLK inh	APE1 inh	TRHR agonist	ERG Ets-DNA blk	ALOX12 inh
Nc1nc(N)nc(-c2ccc(Cl)c(Cl)c2)n1	nt	nt	nt	-4%	-23%	-1%	0.0	0%	?
COc1cc(Br)c(CC(=O)NC2CC2)cc1OC	-15%	50%	-2%	233%[activator]	-15%	25%	0.5	-4%	5%
COc1ccc(NC(=O)c2nc3nccc(C)n3n2)cn1	-13%	4%	-1%	10%	-9%	2%	1.1	-5%	-5%
CS(=O)(=O)Nc1ccc(C(=O)N2CCc3ccccc3C2)cc1	4%	-2%	0%	20%	-2%	8%	0.1	-6%	-4%
COC(=O)c1sc(-c2ccc(Cl)cc2)cc1NC(=O)/C=C/C(=O)O	1%	2%	-7%	?	-3%	-3%	-0.1	-14%	0%
CCn1ncc(C(=O)Nc2ccc(S(=O)(=O)N3CCCC3)cc2)c1C	-22%	76%	1%	11%	5%	-5%	-0.5	0%	2%
COc1ccc2c(c1)c1nc3ccccc3nc1n2CC(=O)OC(C)C	-12%	10%	-5%	2%	-18%	12%	1.6	?	1%
COCCNc1nc(C)cc(-c2cc(C(=O)NCc3ccccc3)on2)n1	-18%	-1%	0%	18%	-2%	3%	3.4	-8%	?
CCN(c1ccccc1)S(=O)(=O)c1ccc(Cl)c(NC(=O)CSc2ncn[nH]2)c1	-11%	3%	-1%	8%	-7%	-3%	0.4	-2%	-18%

New compounds follow.
SMILES	Apoferritin bind	Pol beta inh	BLM helicase inh	Pol iota inh	POLK inh	APE1 inh	TRHR agonist	ERG Ets-DNA blk	ALOX12 inh
COc1ccc(CNC(=O)Nc2cn(CC(C)C)c(=O)c3ccccc23)cc1	6%	12%	-5%	-28%	-10%	nt	-0.6	-1%	-5%
O=C(O)c1ccccc1C(=O)N1CCc2c([nH]c3ccccc23)C1C(F)(F)F (centres undefined)	4%	-18%	-8%	31%[activator]	-5%	0%	-1.0	0%	56%[activator]
COc1ccc(-n2nc3c(c2NC(=O)c2ccc(Br)o2)CS(=O)(=O)C3)cc1	-8%	-21%	-5%	-15%	-13%	-6%	-0.4	11%	-15%
C[C@@H]1COC(=O)[C@@H](CC(=O)OC(C)(C)C)C/C=C\C[C@@H](CC(=O)N(CCO)Cc2ccccc2)C(=O)N1	nt	nt	nt	-5%	-1%	-21%	nt	-5%	-6%
CCNC(=O)NC(=O)C(C)OC(=O)c1ccc(-n2nc(SC)sc2=S)cc1 (centres undefined)	-12%	2%	2%	27%	-4%	-4%	0.1	4%	-15%
CC1CC(C)CN(C(=O)Cn2c(-c3nonc3N)nc3ccccc32)C1 (centres undefined)	-8%	5%	1%	-12%	6%	1%	-0.4	7%	63%[activator]
COc1ccc(C2CC(C(F)(F)F)n3nc(C(=O)NCc4c(C)nn(C)c4C)c(Cl)c3N2)cc1 (centres undefined)	-23%	8%	-19%	1%	-8%	2%	-0.5	nt	6%
COC(=O)C1=C(C)N(c2ccc(C)c(C)c2)/C(=C/c2cccs2)C1=O	-15%	10%	0%	6%	-6%	-1%	-1.1	-8%	26%
CCOC(=O)c1c(CN2CCCCC2)oc2ccc(OC)cc12	-6%&2%	22%&0%	-3%&-4%	8%&-17%	-17%&3%	-4%&7%	-0.6&-0.1	-8%&-10%	?
COCCSc1nc2c([nH]c3ccccc32)c(=O)n1-c1ccc(OC)c(OC)c1	?	-3%	0%	0%	-4%[60.1 µM]	nt	0.5	1%	0%
CCCCC(=O)NC(c1ccccc1Cl)c1ccc2cccnc2c1O (centres undefined)	-6%	8%	-3%	31%[activator]	-19%	1%	0.1	4%	4%
CC(OC(=O)c1cnc(Cl)c(Cl)c1)C(=O)NCc1ccccc1 (centres undefined)	nt	nt	nt	-3%	-9%	15%	-1.2	-10%	413%[activator]
CCc1cccc(C)c1NC(=O)COC(=O)c1c2c(nc3ccccc13)/C(=C\c1cccs1)CCC2	-2%	1%	-12%	6%	-12%	?	-0.2	nt	0%
Cc1cccc(/C=C(\C#N)C(=O)Nc2ccccn2)c1	-4%	-25%	2%	33%[activator]	3%	36%	8.7	1%	?
CCn1c(=O)c(C(=O)Nc2ccc(C)cc2C)c(O)c2ccccc21	-1%	38%	-3%	148%[activator]	-8%	46%	0.2	6%	nt
N#Cc1c(NC(=O)C2CCCO2)sc2c1CCCCC2 (centres undefined)	-9%	0%	-2%	-1%	7%	-4%	0.3	2%	4%
Cc1cc(C)nc(N(C#N)S(=O)(=O)c2ccccc2)n1	-5%	-3%	2%	-3%	-13%	?	0.8	-7%	-27%
COc1ccccc1C(=O)NN1C(=O)C2C3C=CC(O3)C2C1=O (centres undefined)	-6%	16%	-2%	-9%	-7%	-7%	0.1	8%	?
COc1ccc(C(c2nnnn2C2CCCCC2)N2CCN(C)CC2)c(OC)c1 (centres undefined)	-14%	-2%	-7%	117%[activator]	-15%	8%	0.1	2%	64%[activator]
COc1ccccc1C1c2c(C)nn(-c3ccccc3)c2NC(=O)C1NC(=O)c1ccccc1 (centres undefined)	-9%	6%	-5%	19%	-14%	-4%	-0.2	0%	-6%
Cc1ccc(NC(=O)C2CCCN(S(=O)(=O)c3c(C)n[nH]c3C)C2)c(C)c1 (centres undefined)	-11%	14%	-2%	16%	3%	nt	-0.7	1%	-10%

A portion of the library, so the mix of outcomes need not match the whole.
